# Screens: PubChem BioAssay, The Scripps Research Institute Molecular Screening Center
# ADAM17 inh = ADAM17 inhibition, QFRET primary screen | recombinant ADAM17, EDANS/DABCYL FRET peptide cleavage | inhibition, % at 6.95 µM | 370,000 tested, 0.83% active;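 active = inhibition above the mean of compounds lying between control limits plus 3 SD, set per campaign, cut at about 8.5% in these data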;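 note: 0% = DMSO-only wells as the low control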
# PLCb3 inh = PLC-beta3 (human) inhibition, primary screen | Q01970 | Purified PLC-beta3, fluorogenic substrate, fluorescence | inhibition, % at 12.2 µM | 370,000 tested, 0.18% active; in the data active = inhibition above about 11%;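 note: 0% = median of compound wells on plate and 100% = full blocker control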
# ADAM10 inh = ADAM10 inhibition, QFRET primary screen; recombinant ADAM10, EDANS/DABCYL FRET peptide cleavage, 3 h; O14672; inhibition, % at 7 µM; 370,000 tested, 0.62% active;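 active = inhibition above a per-campaign cutoff equal to the mean of compounds falling between control-based bounds plus 3 SD, cut at about 20% in these data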;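 note: 0% = DMSO wells while the 100% control is not disclosed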
# DAX1 inh-1 = NR0B1 (DAX1) inhibition. P51843. HEK293 Gal4-DAX1 luciferase reporter, luminescence. inhibition, % at 6.75 µM. 340,000 tested, 0.99% active. AID 504766;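 active = inhibition above the mean over all tested compounds plus 3 SD, cut at about 4.2% in these data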;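 note: 0% = DAX1-transfected cells with DMSO and 100% = empty-vector control cells with DMSO; inhibition shows as a rise in luminescence from relieved DAX1 repression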
# DAX1 inh-2 = DAX1 (NR0B1) inhibition, primary screen. inhibition, % at 6.8 µM. HEK293T StAR-luciferase reporter, SF-1/DAX-1 repression relief. AID 652010. 370,000 tested, 1.1% active;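 active = inhibition above the mean over all tested compounds plus 3 SD, cut at about 3.6% in these data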;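 note: 0% = DAX-1 cells with DMSO and 100% = cells lacking DAX-1 with DMSO; higher inhibition means more luminescence from relief of DAX-1 repression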
# GAA850 FXN act = activators of GAA850 frataxin (FXN) promoter; HEK293 lucGAA850 FXN promoter luciferase reporter, 24 h; percent of 10 µM SAHA response; 360,000 tested, 0.56% active; activation, % at 6 µM; AID 540364;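 active = activation above the average of all compounds screened plus 3 SD, cutoff fixed separately per campaign, cut at about 7.5% in these data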;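 note: 0% = DMSO wells and 100% = 10 µM SAHA wells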
# PLC-gamma1 inh = blocks human PLC-gamma1 enzyme activity; inhibition, % at 12.2 µM; purified PLC-gamma1, fluorogenic substrate, fluorescence; 370,000 tested, 0.84% active; P19174; in the data active = inhibition above about 9.5%
# Target sequence (P19174 whole entry, looked up): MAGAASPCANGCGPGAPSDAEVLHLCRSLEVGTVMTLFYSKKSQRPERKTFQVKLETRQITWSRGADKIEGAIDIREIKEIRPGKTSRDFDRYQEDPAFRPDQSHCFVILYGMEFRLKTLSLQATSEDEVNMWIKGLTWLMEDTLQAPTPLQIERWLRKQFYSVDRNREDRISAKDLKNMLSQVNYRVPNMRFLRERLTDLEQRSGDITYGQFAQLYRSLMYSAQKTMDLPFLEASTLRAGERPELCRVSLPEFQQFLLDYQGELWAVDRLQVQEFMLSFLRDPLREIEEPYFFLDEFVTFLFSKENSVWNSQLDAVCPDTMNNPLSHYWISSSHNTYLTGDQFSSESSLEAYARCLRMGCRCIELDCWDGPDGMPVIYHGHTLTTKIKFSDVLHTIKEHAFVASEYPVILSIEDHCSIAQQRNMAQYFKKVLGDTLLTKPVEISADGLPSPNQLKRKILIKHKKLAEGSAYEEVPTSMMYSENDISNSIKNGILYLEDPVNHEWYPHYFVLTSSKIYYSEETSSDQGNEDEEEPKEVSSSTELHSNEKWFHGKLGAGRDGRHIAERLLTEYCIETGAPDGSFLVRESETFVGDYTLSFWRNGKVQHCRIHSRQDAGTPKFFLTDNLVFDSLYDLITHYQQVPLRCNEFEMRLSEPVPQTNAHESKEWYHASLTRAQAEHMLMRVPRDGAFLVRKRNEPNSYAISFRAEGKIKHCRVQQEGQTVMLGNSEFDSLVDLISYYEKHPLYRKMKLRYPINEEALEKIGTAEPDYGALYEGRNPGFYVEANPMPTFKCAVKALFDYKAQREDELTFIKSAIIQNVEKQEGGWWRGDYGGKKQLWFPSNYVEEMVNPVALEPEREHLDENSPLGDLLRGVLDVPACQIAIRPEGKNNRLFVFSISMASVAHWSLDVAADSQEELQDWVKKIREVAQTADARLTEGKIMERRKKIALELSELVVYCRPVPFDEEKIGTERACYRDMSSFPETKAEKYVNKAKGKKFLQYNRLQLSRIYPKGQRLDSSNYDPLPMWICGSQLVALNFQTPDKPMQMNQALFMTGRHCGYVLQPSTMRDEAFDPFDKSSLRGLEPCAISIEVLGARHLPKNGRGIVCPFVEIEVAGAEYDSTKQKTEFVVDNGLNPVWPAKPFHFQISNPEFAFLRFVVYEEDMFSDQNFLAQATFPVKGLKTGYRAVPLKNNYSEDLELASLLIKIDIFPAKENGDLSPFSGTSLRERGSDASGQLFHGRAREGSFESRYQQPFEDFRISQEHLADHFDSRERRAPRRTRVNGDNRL
# hcDAF12 agonist = H. contortus DAF-12 activation, primary screen. HEK293 hcDAF-12 lit1-tk-luc reporter, luminescence; 0% DMSO, 100% Δ7-dafachronic acid. activation, % at 6.8 µM. 370,000 tested, 1.4% active. AID 652067;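 active = activation above the mean of all tested compounds plus 3 SD, cut at about 5.5% in these data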;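 note: 100% = response to 3 µM Δ7-dafachronic acid high control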
# hgDAF-12 ag = activates the H. glycines DAF-12 receptor ligand-binding domain. HEK293 GAL4-hgDAF12 UAS-luciferase reporter, agonist luminescence; normalized to butyrate control. activation, % at 6.8 µM. 370,000 tested, 1.8% active;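 active = activation above a cutoff set at the mean of all screened compounds plus 3 SD, cut at about 10% in these data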;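 note: 0% = DMSO wells and 100% = sodium butyrate wells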
# ssDAF12 agonist = activators of S. stercoralis DAF-12 nuclear receptor; HEK293 ssDAF-12/GRIP1 lit1-tk-luc reporter, luminescence; % of 3 µM dafachronic acid response; activation, % at 6.8 µM; 370,000 tested, 1% active; AID 652126;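 active = activation above the mean over all tested compounds plus 3 SD, cut at about 0.9% in these data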;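 note: 0% = DMSO-only wells and 100% = 3 µM delta7-dafachronic acid wells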
# HGIII-sPLA2 inh = Blocks human group III sPLA2 activity; 370,000 tested, 0.56% active; Q9NZ20; AID 743126; QFRET BODIPY PC-A2 liposome hydrolysis, fluorescence; inhibition, % at 12.2 µM;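 active = inhibition above mean plus 3 SD of compounds lying within the high and low control bounds, cut at about 19% in these data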;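 note: 0% = median of test compound wells and 100% = no enzyme DMSO wells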
# Active calls of the source: *; i = inactive; · = not tested or not shown.
SMILES,ADAM17 inh,PLCb3 inh,ADAM10 inh,DAX1 inh-1,DAX1 inh-2,GAA850 FXN act,PLC-gamma1 inh,hcDAF12 agonist,hgDAF-12 ag,ssDAF12 agonist,HGIII-sPLA2 inh
N/C(=N\c1nc(CSc2ccc(Cl)cc2)cc(=O)[nH]1)Nc1ccccc1C(F)(F)F,0,-4,1,1.1,-0.6,2.6,0,-1.7,2.0,-1.4,-6
CCc1ccc(-c2csc3ncn(CC(=O)NCc4ccco4)c(=O)c23)cc1,-1,-5,1,1.0,-1.7,-2.2,1,-1.6,-1.3,-1.8,-14
Cn1cnnc1SCC(=O)NN(c1ccccc1)c1ccccc1,-5,0,-4,0.5,-0.1,1.8,-2,-1.5,-1.2,-1.0,6
Cc1ccc(N2CC(C(=O)Nc3ncc([N+](=O)[O-])s3)CC2=O)cc1 (centres undefined),3,-5,6,-0.5,-2.7,0.7,2,-0.2,-3.1,-0.5,-8
Cc1cccc(N2CCN(C3=NC(=O)/C(=C\c4cn[nH]c4-c4ccccc4)S3)CC2)c1,-6,-7,-10,-1.4,-0.2,2.0,-5,1.9,-1.3,-0.6,6
O=C(O)c1ccccc1C(=O)Nn1cnnc1,-2,-6,-6,3.3,0.7,1.7,-2,1.6,-1.2,-1.3,10
O=C(O)c1cccc(S(=O)(=O)Nc2cc(Cl)ccc2Cl)c1,-1,6,7,-0.6,0.1,0.6,6,-0.7,0.1,-1.0,-4
O=C(CCCN1C(=O)c2ccccc2C1=O)NCCN1C(=O)S/C(=C\c2cccs2)C1=O,1,3,8,0.9,0.2,-0.1,0,2.3,0.1,-0.8,-5
COc1ccccc1NC(=O)COC(=O)/C=C/c1ccc(OC)c(OC)c1,-44,-103,-124,0.3,-1.1,2.0,-83,-1.5,0.0,-1.4,-7
COc1ccc2cc(C(=O)C3CCCN(Cc4ccccn4)C3)ccc2c1 (centres undefined),-270,i,i,-0.3,0.2,-1.1,-410,-1.0,-0.1,-1.3,-8

# Continued (2 carried over from the part before).
SMILES,ADAM17 inh,PLCb3 inh,ADAM10 inh,DAX1 inh-1,DAX1 inh-2,GAA850 FXN act,PLC-gamma1 inh,hcDAF12 agonist,hgDAF-12 ag,ssDAF12 agonist,HGIII-sPLA2 inh
COc1ccccc1NC(=O)COC(=O)/C=C/c1ccc(OC)c(OC)c1,-44,-103,-124,0.3,-1.1,2.0,-83,-1.5,0.0,-1.4,-7
COc1ccc2cc(C(=O)C3CCCN(Cc4ccccn4)C3)ccc2c1 (centres undefined),-270,i,i,-0.3,0.2,-1.1,-410,-1.0,-0.1,-1.3,-8
CCN1CCN(CC(=O)Nc2nc3ccc(OC)cc3s2)CC1,-2,3,-11,2.7,0.8,2.5,0,0.4,0.2,-1.2,4
Cc1ccc2cc(CN(Cc3cccs3)Cc3nnnn3CC3CCCO3)c(=O)[nH]c2c1C (centres undefined),-3,-1,-8,-0.8,-0.1,0.4,-2,0.3,1.9,-1.5,-2
CC(=O)c1cccc(-c2ccnc3c2CC(C(=O)Nc2cccc(Oc4ccccc4)c2)O3)c1 (centres undefined),9.4*,-5,18,·,-0.1,-1.6,-2,-1.9,-2.0,-1.7,-13
Cc1ccc(Nc2c([N+](=O)[O-])ccc3nonc23)cc1C,1,0,6,1.4,1.1,3.4,3,-0.7,1.2,-0.6,7
COc1cccc(C(=O)COc2ccccc2N2C(=O)C3C4C=CC(C4)C3C2=O)c1 (centres undefined),-4,-1,-3,0.3,0.1,0.2,-1,0.6,1.4,-0.6,10
COc1ccc(Nc2nccc(OC)c2C#N)cc1,-3,2,-2,0.4,1.1,1.2,-3,-0.5,2.9,-1.2,-6
COc1ccc(CCNC(=O)c2cc(Cl)nc3ccccc23)cc1,-2,-21,-14,0.2,-1.4,1.5,-14,1.8,0.4,-0.8,2
Cc1ccc(S(=O)(=O)N2CCN(C(=O)CSc3ccc(Cl)cc3)CC2)cc1,1,3,11,-1.1,-0.2,0.3,4,-0.2,0.7,-1.2,-3
O=C(CCc1nnc(-c2ccccc2)o1)NCC1CCN(C2CCCC2)CC1,2,2,5,0.2,1.1,0.0,-1,-1.5,-1.6,-1.1,3
Cc1ccc(CNC(=O)CSc2ncn[nH]2)cc1,0,-3,12,0.2,0.0,-0.5,4,-0.5,-0.8,-0.8,-2
Cc1cc(O)cc(=O)n1-c1cccc([N+](=O)[O-])c1,-5,0,-5,·,-0.7,·,0,-0.5,1.4,-0.8,2
COC(=O)CC1C(C(=O)OC)ON2OC(C(=O)OC)C(C(=O)OC)C12 (centres undefined),-5,0,3,1.8,-0.1,1.1,-1,-0.3,-0.9,-1.7,3
O=C(NCc1ccco1)c1cccc(S(=O)(=O)N2CCN(Cc3ccccc3)CC2)c1,-4,-10,2,-0.8,0.3,0.8,-3,0.9,-0.5,-1.2,8
O=C(CCn1cnnn1)NC1CCCN(Cc2ccccc2F)C1 (centres undefined),-4,-5,-12,0.1,-0.6,2.6,4,-0.9,2.5,-1.4,6
COCCn1c(SCC(=O)Nc2cc(C)nn2-c2ccccc2)nnc1-c1ccncc1,-6,0,-5,0.3,-0.3,-2.0,1,-0.8,0.6,-1.4,20*
Cc1cccc(OCCCCc2c(C)n[nH]c2C)c1,0,4,8,-0.1,-1.0,3.5,0,-2.0,-2.9,-1.3,-6
Cc1ccc(-c2csc3nc(SCC(=O)Nc4ccc(Cl)c(C(=O)O)c4)[nH]c(=O)c23)cc1,0,-16,7,0.4,-0.1,-2.6,-5,3.2,0.1,-0.6,-19
c1ccc(-c2nnc3n2N=C(c2ccc4c(c2)OCO4)CS3)nc1,-3,8,6,-0.6,-1.2,1.5,3,0.6,1.1,-1.1,0
O=C(Nc1ccc(S(=O)(=O)Nc2nccc(C3Cc4ccccc4C(=O)O3)n2)cc1)c1ccccc1 (centres undefined),-2,-3,1,1.2,1.3,5.2,-3,-0.9,-0.5,-0.8,3
CCOC(=O)c1[nH]c2ccc(OC)cc2c1N=CN(C)C,-110,i,i,-0.6,-0.4,0.4,-445,0.7,3.8,-1.3,-8
CN(C)S(=O)(=O)c1cccc(NC(=S)N/N=C/c2cccc(O)c2)c1,8,6,12,-0.9,-0.2,1.5,1,-3.1,-3.2,-0.9,-9
COc1ccc2cc(C3=CC(=O)CC(C)(C)C3=O)ccc2c1,-4,-16,-23,2.6,1.4,4.0,-8,1.5,6.2,-0.4,5
COC(=O)CCCC1=CC2=CC(=O)C(C)(OC(=O)c3cccs3)C(=O)C2=CN1c1ccccc1 (centres undefined),-4,-30,-11,1.1,0.8,1.7,-23,-1.0,0.1,-1.0,-3
O=C(NCc1ccccn1)c1ccc(Cl)c(S(=O)(=O)N2CCOCC2)c1,-3,-4,-9,0.4,-0.3,-0.1,-5,0.8,-1.2,-0.4,-3
CC(=O)c1cccc(NC(=O)CN2C(=O)c3cccnc3Oc3ccc(Cl)cc32)c1,-11,-31,-17,-0.3,-0.8,0.7,-19,0.6,-1.0,-0.3,-3
CN(C)c1ccnc2sc(C(=O)c3ccc(Br)cc3)c(N)c12,0,-8,7,0.1,0.2,2.2,-2,-1.7,-4.0,-0.8,9
Cc1nc2cc(NC(=O)Nc3ccccc3Cl)ccc2n1C,-6,-2,-7,-2.4,12*,2.0,-2,7.1*,15*,0.1,0
C[C@@H]1CCCN1c1cccc2c1S(=O)(=O)N1CC[C@H](C1)O2,-2,1,0,·,-0.3,·,-2,-2.8,0.1,0.8,2
N#C/C(=C\c1ccc(F)cc1)C(=O)NC1CCS(=O)(=O)C1 (centres undefined),0,-5,-1,2.3,0.1,-2.5,2,0.0,0.0,-0.4,-5
CC(C(=O)NC1CCCC1)N(C(=O)c1snc(C(N)=O)c1N)c1ccc2c(c1)OCCO2 (centres undefined),-7,-12,-28,-0.1,-0.3,-1.7,-13,-1.6,0.7,-1.3,3
O=C(COc1ccc(-c2nnco2)cc1)N1CCOCC1,-1,4,-8,-0.3,-0.8,-0.8,6,-0.1,-4.3,-0.4,5
O=C(Cn1ccc(C(F)(F)F)n1)N/N=C/c1ccc(N2CCOCC2)cc1,-207,-150,i,0.3,-0.4,0.5,-130,-1.5,0.0,-1.4,4
Cc1ccc(OCC(=O)Nc2cnn(CCCC(=O)O)c2)c([N+](=O)[O-])c1,2,1,0,0.2,0.5,3.8,-3,-0.6,4.7,-0.9,-1
CCCOc1ccc(NC(=O)CC2C(=O)OCC3CCCCN32)cc1 (centres undefined),0,-8,2,0.6,0.7,0.7,1,1.3,-0.9,-1.1,-4
Cn1cc(CN2CCCC(CNS(=O)(=O)c3cccc4cccnc34)C2)cn1 (centres undefined),0,-3,-8,1.7,-0.4,4.2,-1,-1.9,-1.9,-1.0,-4
Cn1ncc(C#N)c1NC(=O)C1CC(c2ccc(Cl)cc2)=NO1 (centres undefined),4,5,4,1.5,-0.5,1.3,6,0.2,-0.8,-0.9,0
COc1ccc(C(=O)NNC(=O)c2cc3ccccc3cc2O)cc1,-23,-180,-107,0.8,-0.6,1.4,-144,2.5,0.2,-0.5,12
Cc1ccc(S(=O)(=O)Nc2nc3ccc(S(=O)(=O)N4CCCC4)cc3s2)cc1,0,-11,-2,0.5,0.8,-1.1,-7,-1.6,1.7,-1.6,-54
CC(C)CN1CCC1(C)C(=O)Nc1cccc(C#N)c1 (centres undefined),-1,0,-6,·,-1.1,0.7,2,0.3,-1.0,-2.0,4
Cc1ccc([C@@H]2C[C@H]3[C@@H](CN2S(=O)(=O)c2ccc(C)cc2)C(=O)C[C@@H](c2cccc(Cl)c2)N3S(=O)(=O)c2ccc(C)cc2)cc1,-1,1,-3,-1.0,-1.0,0.0,0,-3.1,0.1,-0.6,-9
O=C(NCCc1ccccc1)C1CCCN1S(=O)(=O)c1ccc(Cl)cc1 (centres undefined),-2,-5,-1,-2.0,0.1,-0.3,1,-2.8,0.5,-0.8,3
Cc1ccc(C(=O)Nc2ccc(N3CCN(S(C)(=O)=O)CC3)cc2)cc1,-2,2,-4,0.7,-0.2,0.5,0,-1.5,-0.7,-1.1,1
Cc1c(Cl)cccc1NC(=S)NCCC(C)C,-4,8,-1,-0.9,-1.1,-0.2,-1,-1.1,-1.1,-0.8,5
COCCNC(=O)Cn1c(=O)n(Cc2ccc(C(=O)NCCc3ccc(OC)c(OC)c3)cc2)c(=O)c2ccccc21,-4,-10,0,2.2,-0.3,0.4,2,-0.7,1.0,-1.6,4
COc1ccc(OC)c(/C=C2\NC(=O)NC2=O)c1,-10,-256,-11,-0.2,-0.6,-2.6,-190,-3.6,3.5,-1.2,3
COc1cc(OC)cc(-c2c(-c3cccs3)c3cc(-c4ccn[nH]4)ccc3n2C)c1,-19,-286,-73,2.3,-0.4,2.0,-202,0.0,-0.4,-1.2,4
COc1ccc(-c2noc(C3CCCN(C(=O)c4cccc(F)c4)C3)n2)cc1 (centres undefined),-2,-8,-3,-1.5,0.0,-0.1,0,-4.1,-1.3,-1.1,-2
